Calb biofilm kill: kills Candida albicans biofilms; inhibition, % at 6 µM; C. albicans biofilm + clotrimazole, Alamar Blue; 85,000 compounds, 0.14% hits; AID 834;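 active = inhibition above 20%; inactive = inhibition below 20%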;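 also: preformed 24 hr biofilms exposed to compound for 48 hr; 0% = biofilm without compound and 100% = blank killed by clotrimazole plus chlorhexidine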
Smad3 FoxH1 inh: inhibitors of human Smad3 transcription factor binding; P84022; TR-FRET Smad3/Dy647-FoxH1 peptide binding, europium anti-His; inhibition, % at 25 µM; 88,000 compounds, 0.29% hits;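 active = compounds that reduce the energy-transfer binding signal between the protein and its labelled peptide by more than half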;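 also: 0% = Smad3 plus labelled peptide maximal FRET and 100% = peptide-only background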
Target sequence (P84022 whole entry, looked up): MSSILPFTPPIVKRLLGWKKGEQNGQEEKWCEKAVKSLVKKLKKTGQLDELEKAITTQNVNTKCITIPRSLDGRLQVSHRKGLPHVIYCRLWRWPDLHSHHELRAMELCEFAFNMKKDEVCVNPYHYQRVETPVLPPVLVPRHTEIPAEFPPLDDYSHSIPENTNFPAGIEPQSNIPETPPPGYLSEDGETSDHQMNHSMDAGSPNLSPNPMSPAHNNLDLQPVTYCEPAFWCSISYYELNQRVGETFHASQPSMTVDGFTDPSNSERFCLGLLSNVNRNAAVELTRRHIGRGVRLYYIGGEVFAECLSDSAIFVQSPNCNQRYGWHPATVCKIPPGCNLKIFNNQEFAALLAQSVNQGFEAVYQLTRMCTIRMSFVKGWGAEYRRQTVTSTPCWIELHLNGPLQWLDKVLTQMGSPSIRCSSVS
ERb SRC1 inh: blocks coactivator binding to human estrogen receptor beta | AID 633 | 86,000 compounds, 1.3% hits | TR-FRET ER-beta LBD / SRC1-Cy5 peptide binding; receptor agonist-loaded with 1 µM estradiol | inhibition, % at 25.6 µM;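 active = compounds whose percent inhibition of the receptor-coactivator binding signal exceeds about 50% in the single-dose screen, limit read from the data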;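 also: 0% = receptor plus peptide wells without compound and 100% = peptide-only wells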
Target sequence (Q92731 whole entry, looked up, the tested form may be a part): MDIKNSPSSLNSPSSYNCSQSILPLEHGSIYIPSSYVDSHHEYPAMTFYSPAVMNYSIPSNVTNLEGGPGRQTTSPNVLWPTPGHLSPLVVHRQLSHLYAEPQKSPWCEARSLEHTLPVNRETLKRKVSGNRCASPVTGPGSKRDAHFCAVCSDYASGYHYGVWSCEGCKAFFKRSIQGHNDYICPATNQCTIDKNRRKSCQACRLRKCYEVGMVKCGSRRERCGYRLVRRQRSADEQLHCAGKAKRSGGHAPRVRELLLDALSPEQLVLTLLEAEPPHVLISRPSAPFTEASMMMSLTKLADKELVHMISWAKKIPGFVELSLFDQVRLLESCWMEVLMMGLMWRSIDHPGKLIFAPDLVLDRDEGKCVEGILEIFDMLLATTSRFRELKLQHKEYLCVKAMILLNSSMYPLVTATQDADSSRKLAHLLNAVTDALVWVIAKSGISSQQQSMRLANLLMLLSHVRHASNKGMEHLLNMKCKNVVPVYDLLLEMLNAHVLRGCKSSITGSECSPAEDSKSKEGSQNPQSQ
ERa coact pot: ER-alpha (human) coactivator binding potentiation | AID 639 | coactivator binding (% of control), % at 25.6 µM | TR-FRET ERalpha-LBD/SRC-Cy5 coactivator binding, 2 h; 100 = basal binding, no effect | 86,000 compounds, 1.3% hits; in the data active = activity above about 200%;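 also: binding measured in presence of low estradiol as agonist stimulus; 0% = peptide alone without receptor and 100% = receptor with peptide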
HUVEC prolif 384: human endothelial cell proliferation inhibition; HUVEC proliferation, CellTiter-Glo luminescence, 72 h; active compounds read low; 86,000 compounds, 1.1% hits; viability, % at 10 µM (by protocol);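 active = viability at or below 30%; inactive = viability above 30%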;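 also: 100% = median luminescence of DMSO-only cell control wells on each plate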
sEH act: soluble epoxide hydrolase (human) activation; purified human sEH enzymatic activity, activator screen; 91,000 compounds, 0.04% hits; P34913; activation, % at 2 µM; AID 717; in the data active = activation above about 37%; also: values of inactives mirror those of a sister screen read the other way
Fibroblast inh: blocks proliferation of human lung fibroblasts. 85,000 compounds, 1.1% hits. LL 47 human lung fibroblast viability, ATP luminescence; active compounds read low. viability, % at 10 µM;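 active = viability at or below 50% in the single dose screen; inactive = viability above 50%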;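 also: compound exposure lasted 72 h before the ATP readout; 100% = median luminescence of untreated cell-only wells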
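Material: human LL 47 lung fibroblast cells; quantity: 1,150 cells/well; medium: IMEM plus 15% FBS; doses: 0.1% DMSO in all compound wells; timing: overnight attachment after seeding, then 72 h compound exposure at 37 °C; detection: CellTiter-Glo luminescence; measure: % viability of median cell-only signal; controls: cell-only wells, no compound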
H69AR inhibit: growth inhibitors of human H69AR lung tumor cells. H69AR lung tumor viability, ATP luminescence, 72 h; active compounds read low. viability, % at 10 µM. 85,000 compounds, 6% hits. AID 598;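 active = viability at or below 40%; inactive = viability above 40%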;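 also: multidrug resistant small cell line overexpressing MRP-1 efflux transporter; 100% = mean luminescence of untreated control wells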
ERa coact inh: blocks coactivator binding to human estrogen receptor alpha; TR-FRET ER-alpha LBD / SRC-1 peptide, estradiol-bound; inhibition, % at 25.6 µM; 86,000 compounds, 1.7% hits; in the data active = inhibition above about 50%;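 also: 0% = receptor plus peptide control and 100% = peptide only without receptor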
Active calls of the source: *; x = not tested or not shown; [ ] = remark or other dose. Some of the compounds tested; the hit share may differ from the screen's.

SMILES	Calb biofilm kill	Smad3 FoxH1 inh	ERb SRC1 inh	ERa coact pot	HUVEC prolif 384	sEH act	Fibroblast inh	H69AR inhibit	ERa coact inh
CN(C)C(C)(C)C#CCCCCC#CC(C)(C)N(C)C	1	1	4[fluorescence artefact?]	124[fluorescence artefact?]	87	-7	99	90	0
CN1CCN(C(=O)c2ccccc2NC(=O)Cc2ccccc2)CC1	6	6	-6	127	90	-2	93	88	-6
C=CCn1c(SCC(=O)N2CCN(c3ccc(F)cc3)CC2)nnc1-c1ccco1	8	0	-3	105	99	x	94	92	3
CCOC(=O)C1CCCN(C(=O)Cn2cnc3c2c(=O)n(C)c(=O)n3C)C1 (stereo not drawn)	4	-2	-3	125	100	x	105	89	4
CCc1cc2c(NCCC(=O)O)nc(C)nc2s1	-1	6	33	96	88	7	94	68	5
O=C(NCc1ccco1)c1cc(-c2ccccc2)c(N2CCOCC2)s1	1	6	3	96	101	-1	92	75	-1
O=C(Cc1cccs1)N(Cc1cccs1)C1(C(=O)NC2CCCCC2)CCCCC1	9	6[fluorescence artefact?]	-11	90	101	-6	86	65	-8
CN1C(=O)NC(c2ccccc2)C2=C1CN(Cc1ccco1)C2=O (stereo not drawn)	1	-14	23	89	94	x	104	88	1
COC(=O)c1ccc(CSc2ncnc3c2oc2ccccc23)o1	0	62*[fluorescence artefact?]	56*[fluorescence artefact?]	234*[fluorescence artefact?]	90	5	101	64	41[fluorescence artefact?]
COC(=O)CCC(=O)c1oc2ccc(Br)cc2c1N	-2	-3	6	116	114	1	101	102	2
Cc1cc(C(=O)CC#N)c(C)n1-c1ccc(OC(F)F)cc1	4	-13	8[fluorescence artefact?]	93[fluorescence artefact?]	95	-9	91	94	1[fluorescence artefact?]
Cc1c(N=Cc2ccco2)c(=O)n(-c2ccccc2)n1C	10	4	24[fluorescence artefact?]	98	95	x	92	99	17
COc1cccc(NS(=O)(=O)c2nc3nc(C)cc(C)n3n2)c1	8	10	-8[fluorescence artefact?]	103	102	0	104	97	-2
COC(=O)C1=C(C)NC(=O)CC1c1ccccc1 (stereo not drawn)	7	27[fluorescence artefact?]	1[fluorescence artefact?]	102	100	11	94	79	-4
CN(C)C(=O)Cn1c(SCC(=O)N2CCCc3ccccc32)nc2ccccc21	x	-8	-14	829*[fluorescence artefact?]	102	10	99	96	21
CS(=O)(=O)c1ccc2nc(NC(=O)C3COc4ccccc4O3)sc2c1 (stereo not drawn)	-1	3	15[fluorescence artefact?]	86[fluorescence artefact?]	91	-3	109	91	14
O=C1CN(C(=O)COC(=O)Cc2ccsc2)c2ccccc2N1	1	-1	4	108	91	15	99	81	4
Cc1ccsc1-c1nc(CSCC(=O)NCc2ccc3c(c2)OCO3)c(C)o1	14	5	2	107	97	-10	106	78	1
COc1cc2ccccc2cc1C(=O)Nc1ccc(N2CCN(C)CC2)cc1	3	-8	24	93	9.0*	x	72	7.1*	17
O=C(NCCNC(=O)C1CC2CCC1C2)C1CC2CCC1C2 (stereo not drawn)	6	9	-4[fluorescence artefact?]	143[fluorescence artefact?]	109	15	96	87	-1
O=C(Cc1ccccc1)Nc1c2c(nn1-c1cccc(Cl)c1)CS(=O)(=O)C2	4	3	8[fluorescence artefact?]	103	80	-5	91	68	12
Cc1cc(C)n(CC(=O)n2nc(C)cc2C)n1	7	2	0	112	90	-3	103	114	-6
CN(C)c1nc(Nc2ccccc2)nc(Oc2ccc(=O)[nH]n2)n1	6	7	-9	118	72	2	101	93	-6
O=c1[nH]c(SCc2ccc(F)cc2)nc2c1cnn2-c1ccc(F)cc1	6	7[fluorescence artefact?]	15	93	83	-9	100	40	25[fluorescence artefact?]
CCOC(=O)C1CCN(Cc2nc3ccccc3c(=O)n2-c2ccc(F)cc2)CC1	2	-1	-1	78	101	4	102	97	0
Cc1nc(NC(=O)c2ccccc2)sc1-c1csc(NCc2ccco2)n1	7	13	-4	167[fluorescence artefact?]	67	-65	88	18*	3
CCOC(=O)C1=C(C)NC(=O)NC1c1cc(C)sc1C (stereo not drawn)	11	-1	13	116	106	3	107	93	4
CN(C)S(=O)(=O)c1ccc(C(=O)Oc2ccccc2)cc1	7	0	3	108	99	-13	93	101	-4[fluorescence artefact?]
C=C(C)Cn1c(C2CC(=O)N(Cc3ccccc3)C2)nc2ccccc21 (stereo not drawn)	15	10	4[fluorescence artefact?]	100	93	x	97	87	4
CCc1c(C)sc(NC(=O)c2ccco2)c1C(=O)N1CCCCC1	9	-9	1[fluorescence artefact?]	97	102	-2	96	98	-7[fluorescence artefact?]
Cc1ccc(-c2nnn(CC(=O)NCC3COCCO3)n2)o1 (stereo not drawn)	3	6[fluorescence artefact?]	-14[fluorescence artefact?]	110	92	-22	98	96	-9
CCCCCCN1C(=O)C(O)=C(C(C)=O)C1c1ccc(Cl)cc1 (stereo not drawn)	1	8	6	87	89	x	97	102	6
Cc1cc(C)c2ccc(C)[n+]([O-])c2c1O	0	-15	-24	108	102	-12	103	94	-18
O=C(c1ccccc1)c1ccc(CN2C(=O)c3ccccc3C2=O)o1	3	0	-5	96	101	12	107	98	-2
CCCn1c(NCc2ccc(C)o2)nc2ccccc21	0	9	-3[fluorescence artefact?]	100	94	-1	101	80	8
CCCn1cc(S(=O)(=O)CC(=O)N2CCc3ccccc32)c2ccccc21	5	-2	5	104	99	x	92	86	-10
Cc1sc2nc(SCC(=O)NCCOCCO)n(C)c(=O)c2c1C	0	-7	-1	83[fluorescence artefact?]	96	x	99	66	7
COC(=O)CCCC[C@H]1SC[C@H]2NC(=O)N[C@]21O	5	2	-8	99	94	1	92	80	12
CCSc1nnc(NC(=O)NCC(F)(F)F)s1	7	2	-3	116	103	x	105	91	-1[fluorescence artefact?]
O=C(CP(=O)(CO)CO)c1ccc(Cl)cc1	-1	-12	10[fluorescence artefact?]	107	103	x	103	104	3
Cc1cc2cc(C(c3nnnn3C3CCCC3)N(Cc3cccnc3)Cc3ccco3)c(=O)[nH]c2cc1C (stereo not drawn)	4	3	0	160	85	-14	91	81	18[fluorescence artefact?]
CC1=C(C(=O)OC2CCCCC2)C(c2cccnc2)n2ncnc2N1 (stereo not drawn)	9	x	x	x	110	x	110	88	x
CC12COC3(C(=O)N4CCN(c5ccccn5)CC4)CC1CCC32C (stereo not drawn)	8	3	-4	106	95	x	x	93	-3
Cc1cc(Cl)ccc1OCC(=O)OC(C)C(=O)NC(N)=O (stereo not drawn)	-1	-5	-1	105	105	10	106	82	-3
Cc1cc(SCC(=O)Nc2c(C)n(C)n(-c3ccccc3)c2=O)n2c(nc3ccccc32)c1C#N	1	-1	23[fluorescence artefact?]	152[fluorescence artefact?]	95	9	90	100	44
COCCn1c(=O)[nH]c2cc(C(=O)NCCCN3CCN(c4ccc(F)cc4)CC3)ccc2c1=O	8	0	-8[fluorescence artefact?]	109	97	-13	103	98	7
COc1ccc(-n2c(C)cc(C(=O)Cn3c(NCCO)nc4ccccc43)c2C)cc1	5	-2	-1	109	69	4	87	60	-4
Cc1cccc(OCC2=N/C(=C\N(C)C)C(=O)O2)c1	4	4	0	126	104	-5	101	99	-6
CCOC(=O)CSc1nsc(SCC(=O)OCC)c1C#N	4	3	4	120	62	6	85	96	0
COc1ccc(-c2cn3ccsc3n2)cc1	6	0	68*	104[fluorescence artefact?]	85	x	100	96	-1[fluorescence artefact?]
CSc1ccc(-c2cc(=O)c3ccccc3o2)cc1	4	14	2	94	66	0	81	64	6
CC(=O)c1c(COC(=O)c2cccnc2)nc2ccccc2[n+]1[O-]	6	-3	57*[fluorescence artefact?]	52[fluorescence artefact?]	100	-4	98	95	65*[fluorescence artefact?]
CC(=O)c1cc(F)c(N2CCCC2)cc1C	7	6	-4	110	100	1	108	105	-7
C=CCSC1=C(C#N)C2(CCCCC2)C(C#N)C(=O)N1 (stereo not drawn)	-6	-13	-4[fluorescence artefact?]	109[fluorescence artefact?]	98	-2	96	91	-6
CS(=O)(=O)N(CC(=O)N1CCCCCC1)c1cccc(Br)c1	9	8	-25	113	95	x	97	102	-15
CCOc1ccc(-n2c(SCC(=O)Nc3nccs3)nc3c(c2=O)SCC3)cc1	2	-11	48[fluorescence artefact?]	78[fluorescence artefact?]	52	x	86	101	77*[fluorescence artefact?]
CCOCCCNC(=O)C(C)NS(=O)(=O)c1ccc(C)cc1 (stereo not drawn)	13	11	7	107	100	-7	100	92	0
Cc1cccc(Nc2nc(NC(C)C)nc(Oc3ccc(=O)n(C)n3)n2)c1	2	8	-13	101	100	9	95	76	-12
O=C(Cn1cnc2c(nnn2Cc2ccccc2)c1=O)NCc1ccco1	-1	-24	9[fluorescence artefact?]	78	106	x	102	96	1[fluorescence artefact?]
O=C1OCC(CO)(CO)N=C1NNc1cc(Cl)ccc1Cl	5	11	-6	110	72	-2	98	88	1
The results go on.
SMILES	Calb biofilm kill	Smad3 FoxH1 inh	ERb SRC1 inh	ERa coact pot	HUVEC prolif 384	sEH act	Fibroblast inh	H69AR inhibit	ERa coact inh
CCc1nnc(NC(=O)CSc2nnc(Cc3ccccc3)o2)s1	13	3	8	98	94	-6	100	106	1
CCc1nnc(NC(=O)CCC(=O)O)s1	-1	13	-11	153	102	-8	92	103	5
CCn1nccc1C(=O)Nc1ccc(Cl)cn1	3	-6	5[fluorescence artefact?]	115	97	3	120	89	5[fluorescence artefact?]
COc1ccc(NC(=O)CN2CCC(C(N)=O)(N3CCCCC3)CC2)cc1	0	4	3	93	91	1	97	93	14
O=C(CCC(=O)N(Cc1ccco1)C(C(=O)NC1CCCC1)c1ccncc1)Nc1cccnc1 (stereo not drawn)	9	-6	-3	122	93	0	103	92	-2
O=C(O)C1C2CCC(C2)C1C(=O)NCc1ccco1 (stereo not drawn)	6	5[fluorescence artefact?]	0	97	100	-4	91	99	-1[fluorescence artefact?]
COc1ncnc2c1oc1nc(C(C)C)c3c(c12)CC(C)(C)OC3	4	-7	-5	107	107	x	101	91	-5
Cc1nc2c(cnn2-c2ccc(Cl)cc2)c(=O)n1-c1ccc2c(c1)OCCO2	4	2[fluorescence artefact?]	-11[fluorescence artefact?]	114	91	x	102	70	2
CC(=O)Nc1nc(=S)n(-c2ccccc2)[nH]1	5	6	10	103	99	-12	98	100	-11
CS(=O)(=O)Nc1nnc(Cc2ccccc2)s1	4	8	-5	106	97	14	96	99	-8
COc1ccc(/C(C)=C(\C#N)C(=O)OC(C)C)cc1OC	4	-11	-5	100	94	10	93	81	-7
c1ccc2cc3[nH]c(CN4CCOCC4)nc3cc2c1	5	-10	0	101[fluorescence artefact?]	93	0	103	100	2
CCC(=O)N1CCc2cc(S(=O)(=O)Nc3ccc4c(c3)OCCO4)ccc21	7	2	-1	90	101	-4	99	94	-5
O=C1c2ccccc2C(=O)C12Cc1ccccc1N1CCN(c3ccccc3)CC12 (stereo not drawn)	6	2	-4	115	94	-1	88	89	-5

Source: PubChem BioAssay
